# CCHFV vOTU inh: blocks the CCHF virus ovarian tumor domain protease; inhibition, % at 11.5 µM; AID 651958; CCHFV vOTU protease, Pep-AMC fluorescence; 370,000 compounds, 0.55% hits; in the data active means inhibition above about 30%; further: 0% = vehicle wells with enzyme and 100% = no enzyme wells
# VHR inh abs: inhibitors of human VHR1 phosphatase (DUSP3); P51452; recombinant VHR phosphatase, pNPP absorbance; inhibition, % at 13.3 µM; 290,000 compounds, 0.52% hits; in the data active means inhibition above about 50%; further: some compounds called inactive have numbers as strong as hits
# Target sequence (P51452 whole entry, looked up): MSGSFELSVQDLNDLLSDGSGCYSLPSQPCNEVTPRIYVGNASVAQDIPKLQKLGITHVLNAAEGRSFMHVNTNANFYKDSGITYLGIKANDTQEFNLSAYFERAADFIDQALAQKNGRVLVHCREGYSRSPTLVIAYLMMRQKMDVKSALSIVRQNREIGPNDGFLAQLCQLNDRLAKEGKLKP
# PrPC surface inh: inhibitors of human cell surface prion protein PrPC | P04156 | TR-FRET read-out | inhibition, % at 13.8 µM | 370,000 compounds, 0.43% hits; in the data active means inhibition above about 24%; further: 0% = median of the test wells and 100% = reference compound wells
# Rv3671c inh: Rv3671c (M. tuberculosis) protease inhibition | P9WHR9 | inhibition, % at 5.96 µM | 320,000 compounds, 0.048% hits; in the data active means inhibition above about 38%;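 further: extracellular domain of Rv3671c used as enzyme; 0% = enzyme with DMSO and 100% = no enzyme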
# Target sequence (P9WHR9 whole entry, looked up, the tested form may be a part): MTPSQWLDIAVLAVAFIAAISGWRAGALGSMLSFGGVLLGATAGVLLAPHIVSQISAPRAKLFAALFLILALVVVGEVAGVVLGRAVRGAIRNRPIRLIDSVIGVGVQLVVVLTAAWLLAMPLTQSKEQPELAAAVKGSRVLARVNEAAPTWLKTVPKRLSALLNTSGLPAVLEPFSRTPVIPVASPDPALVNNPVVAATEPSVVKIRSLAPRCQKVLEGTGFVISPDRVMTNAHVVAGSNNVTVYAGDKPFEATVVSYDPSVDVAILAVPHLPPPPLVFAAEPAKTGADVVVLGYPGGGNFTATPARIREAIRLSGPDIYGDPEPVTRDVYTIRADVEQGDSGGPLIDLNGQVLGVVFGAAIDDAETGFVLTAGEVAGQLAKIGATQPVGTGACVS
# PriA SSB inh: K. pneumoniae PriA-SSBct interaction inhibition; AlphaScreen SSBct-PriA binding, biotinylated peptide; inhibition, % at 33 µM; 430,000 compounds, 0.6% hits; AID 1272365; in the data active means inhibition mostly above about 37%, no sharp cut-off; inactive means mostly below about 20%;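 further: plate controls were negative control peptide for no effect and reference peptide for full effect; strong numbers were not always called active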
# BoNT-F LC inh: BoNT F light chain protease inhibition; Multiplex microsphere protease cleavage assay, flow cytometry; inhibition, % at 10 µM; 360,000 compounds, 0.22% hits; AID 588497; in the data active means inhibition above about 35%, passing the limit was not always enough; inconclusive means no clear call, values can overlap the other calls; further: plate controls were buffer without enzyme for full effect and enzyme alone for no effect
# 3CLpro inhibitor: SARS-CoV 3CLpro protease inhibition; P0C6X7; recombinant SARS-CoV 3CLpro, quenched FRET peptide cleavage; inhibition, % at 6 µM; 290,000 compounds, 0.14% hits; AID 1706; in the data active means inhibition above about 12%
# Anthrax LF prot: inhibitors of Bacillus anthracis lethal factor protease; inhibition, % at 10 µM; AID 588501; multiplex microsphere protease cleavage assay, LF; P15917; 360,000 compounds, 0.12% hits; further: plate controls were buffer without enzyme for full effect and enzyme alone for no effect
# MazF activator: MazEF (E. coli) toxin RNase activation; P0AE70; FAM/BHQ RNA-DNA oligo cleavage fluorescence, 5 h; activation, % at 20 µM; 350,000 compounds, 0.32% hits; AID 504720; in the data active means activation above about 50%
# Target sequence (P0AE70 whole entry, looked up): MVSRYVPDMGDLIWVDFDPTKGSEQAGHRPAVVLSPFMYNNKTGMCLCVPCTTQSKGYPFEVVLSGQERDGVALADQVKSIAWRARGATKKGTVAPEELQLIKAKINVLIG
# BoNT-A LC inh2: BoNT A light chain protease inhibition | 360,000 compounds, 0.17% hits | inhibition, % at 10 µM | AID 588499 | multiplex microsphere protease substrate cleavage, flow cytometry; further: plate controls were buffer without enzyme for full effect and enzyme alone for no effect
# * hit, by the source's call; ? = inconclusive; . = not tested or not shown. Unless noted, no stated cut-off is given here; in the data, active means inhibition above about 30%; inconclusive means no clear call, values can overlap the other calls; inactive means below that.
# Start of the data: the first 7 compounds (preview)
mol	CCHFV vOTU inh	VHR inh abs	PrPC surface inh	Rv3671c inh	PriA SSB inh	BoNT-F LC inh	3CLpro inhibitor	Anthrax LF prot	MazF activator	BoNT-A LC inh2
CCN(CC(=O)Nc1ccc2c(c1)OCCO2)C(=O)CCOc1ccccc1	-6	.	7	-12	4	-6	.	7	-5	-0.8
Cc1cccc(N2C(=O)c3cccc(Oc4ccc(Cl)cc4)c3C2=O)c1	-13	-2	-1	2	8	-2	0	1	2	-0.1
CC1CCCN(S(=O)(=O)c2ccccc2[N+](=O)[O-])C1 (configuration not stated)	2	2	-10	0	2	27	-10	14	3	1.7
COc1ccc(C(=O)C2CCCN(C(=O)c3cccc(Cn4cccn4)c3)C2)cc1F (configuration not stated)	8	5	-4	-1	1	-13	-2	0	-3	-3.0
COc1cccc(OC)c1C(=O)NNC(=O)c1cccc(COc2ccc3c(c2)CCC3)c1	0	27	11	-6	12	-14	2	-4	-7	-0.1
CC(=O)c1ccc(OC(=O)c2ccc(Br)o2)cc1	-2	-14	-6	-6	-14	2	-2	2	1	0.6
C=CCn1c(NCCc2ccccc2)nc2c1c(=O)n(C)c(=O)n2C	5	10	13	5	-2	-2	3	-4	-4	-0.9

# The list itself, from the first entry:
mol	CCHFV vOTU inh	VHR inh abs	PrPC surface inh	Rv3671c inh	PriA SSB inh	BoNT-F LC inh	3CLpro inhibitor	Anthrax LF prot	MazF activator	BoNT-A LC inh2
CCN(CC(=O)Nc1ccc2c(c1)OCCO2)C(=O)CCOc1ccccc1	-6	.	7	-12	4	-6	.	7	-5	-0.8
Cc1cccc(N2C(=O)c3cccc(Oc4ccc(Cl)cc4)c3C2=O)c1	-13	-2	-1	2	8	-2	0	1	2	-0.1
CC1CCCN(S(=O)(=O)c2ccccc2[N+](=O)[O-])C1 (configuration not stated)	2	2	-10	0	2	27	-10	14	3	1.7
COc1ccc(C(=O)C2CCCN(C(=O)c3cccc(Cn4cccn4)c3)C2)cc1F (configuration not stated)	8	5	-4	-1	1	-13	-2	0	-3	-3.0
COc1cccc(OC)c1C(=O)NNC(=O)c1cccc(COc2ccc3c(c2)CCC3)c1	0	27	11	-6	12	-14	2	-4	-7	-0.1
CC(=O)c1ccc(OC(=O)c2ccc(Br)o2)cc1	-2	-14	-6	-6	-14	2	-2	2	1	0.6
C=CCn1c(NCCc2ccccc2)nc2c1c(=O)n(C)c(=O)n2C	5	10	13	5	-2	-2	3	-4	-4	-0.9
COc1ccc2c(c1)C=C(CN1CCN(Cc3ccccc3C)C(CCO)C1)CO2 (configuration not stated)	5	14	-7	2	5	-14	2	-16	-1	-1.6
O=C(Cc1cccs1)Nn1c(Cc2cccs2)nc2ccccc2c1=O	.	2	.	0	-10	11	-3	-1	7	2.2
Cc1nc2[nH]c(=O)c3c(n2n1)NC1=C(C(=O)CC(C)(C)C1)C3c1ccc(F)cc1 (configuration not stated)	-18	11	-2	0	-11	-5	-1	-4	0	0.4
CC(Sc1nnc(C(F)(F)F)n1C)C(=O)Nc1ccc(N2CCOCC2)cc1 (configuration not stated)	-3	.	7	3	-5	?	.	-1	-7	3.7
C=CCn1c(NC(=O)c2ccccc2)nc2ccccc21	5	26	-5	3	-24	-1	4	-10	18	-1.9
COc1ccc(OCc2cc(C(=O)N(C)Cc3cnccn3)no2)c(Cl)c1	14	2	2	-5	0	-4	-1	-2	7	-2.8
CCC(=O)N1CCC(C)(C(=O)Nc2nccc3ccccc23)C1 (configuration not stated)	-2	.	-2	.	.	-6	.	2	.	0.2
COc1cc(/C=N/NC(=O)c2ccccc2Cl)ccc1Oc1ccc([N+](=O)[O-])cn1	4	18	-11	-3	.	-2	0	1	0	0.3
c1ccc(CC2CCN(Cc3nc(-c4ccccc4)no3)CC2)cc1	4	6	7	-1	-6	-8	-7	-3	1	-0.8
NCC(=O)CCC(=O)O	9	.	0	-5	3	-5	.	-7	2	-0.1
ClC(Cl)c1nnc(-c2ccccc2)c(-c2c[nH]c3ccccc23)n1	9	4	-6	-4	12	-3	1	0	4	0.6
Cc1cccc(OCc2nc3c4c(ncn3n2)-c2ccccc2CC42CCCC2)c1	-15	10	-4	-5	-19	11	1	0	-9	0.3
COc1ccc(CN2CCN(C)CC2)cc1OCc1ccccc1	4	1	-9	-7	7	1	3	0	4	1.7
O=C(CSCc1ccccc1Cl)NCCSc1ccccn1	-3	31	3	-1	-8	3	3	-2	2	0.0
CCOc1ccc2nc(SCC(=O)N3c4ccccc4Sc4ccccc43)c(C#N)cc2c1	-2	4	-3	-10	-12	2	0	1	2	6.5
CC1Cc2ccccc2N1CC(=O)Nc1ccc(S(N)(=O)=O)cc1 (configuration not stated)	-5	1	3	0	3	-25	5	7	-5	-2.9
O=c1[nH]c(-c2ccccc2)c(-c2ccccc2)o1	7	30	-3	-6	-9	6	-7	-5	-4	-1.0
Cc1ccc(CS(=O)Cc2ccc(C(=O)NC3CCC(C)CC3)o2)cc1 (configuration not stated)	1	-15	5	-8	-10	-5	-3	-1	4	-1.2
Cc1ccc(NC(=O)c2ccn(C(=O)Nc3ccccc3)n2)c(C)c1	3	-13	3	-6	-6	-2	6	-7	-5	0.2
COc1cc(OC)cc(C(=O)N[C@H](C(=O)OCC(=O)Nc2cccnc2Cl)C(C)C)c1	7	.	-5	5	7	2	.	9	5	5.1
Cn1nnnc1SCC(=O)Nc1cccc(S(=O)(=O)N2CCCCC2)c1	14	.	2	0	-5	.	.	.	5	.
O=C1CC(c2ccccc2Cl)=NN(c2ncnc3ccccc23)C1=O	13	26	-15	-11	-11	-8	3	-4	5	0.0
Cc1n[nH]c(C)c1S(=O)(=O)N1CCCC(C(=O)O)C1 (configuration not stated)	-11	.	-6	0	-5	-7	.	0	3	-0.2

# Given with two lines to a compound: entries from further up
# Order of values – CCHFV vOTU inh, VHR inh abs, PrPC surface inh, Rv3671c inh, PriA SSB inh, BoNT-F LC inh, 3CLpro inhibitor, Anthrax LF prot, MazF activator, BoNT-A LC inh2
Cc1ccc(NC(=O)c2ccn(C(=O)Nc3ccccc3)n2)c(C)c1
 : 3, -13, 3, -6, -6, -2, 6, -7, -5, 0.2
COc1cc(OC)cc(C(=O)N[C@H](C(=O)OCC(=O)Nc2cccnc2Cl)C(C)C)c1
 : 7, ., -5, 5, 7, 2, ., 9, 5, 5.1

# Remaining list, next part.
mol	CCHFV vOTU inh	VHR inh abs	PrPC surface inh	Rv3671c inh	PriA SSB inh	BoNT-F LC inh	3CLpro inhibitor	Anthrax LF prot	MazF activator	BoNT-A LC inh2
Cc1ccc(S(=O)(=O)Nc2ccc3c(c2)C(=O)N([C@H](C)CO)C[C@@H](C)[C@@H](CN(C)C(=O)Nc2cccc4ccccc24)O3)cc1	14	.	-10	-3	3	-6	.	-4	5	-0.4
O=C(O)CC1C(=O)OCN1C(=O)OCc1ccccc1 (configuration not stated)	-16	3	-7	2	-5	-2	0	-4	4	0.4
Cc1ccc(CN2C(=O)CSC(C)C2=O)cc1 (configuration not stated)	-11	.	4	-3	2	-14	1	0	7	-0.5
Cc1ccc(Cl)cc1N1CCN(C(=O)CSc2nnc3n2C(C)(C)Cc2ccccc2-3)CC1	4	8	13	-9	-8	-7	-10	-6	-9	-1.5
CCC(=O)Nc1nonc1-c1nc2ccccc2n1CC(C)C	-5	8	-5	-1	-14	-20	3	1	5	-0.8
C=C1SC(=Nc2c(C)cc(C)cc2C)N(C(=O)c2sc3ccccc3c2Cl)C12CCCCC2	-14	3	7	-3	-9	8	2	-4	-6	1.5
CN(C)CCNC(=O)c1coc(=O)c(Br)c1	-39	29	5	1	7	-4	-2	3	-7	-0.4
Cc1cccc(C2=NN(c3ccccc3)[C@@H](C(=O)N3CCOC3=O)[C@@H]2c2ccc(F)cc2)c1	-1	.	0	.	-12	-3	.	-2	-24	0.2
Cc1cc(NS(=O)(=O)c2ccc(NC(=O)CCSc3ccc(F)cc3)cc2)nc(C)n1	-6	16	2	9	3	-3	-5	-4	-2	-1.6
COc1ccc(CNC(=O)C23CC4CC(CC(Br)(C4)C2)C3)cc1	1	43	-4	0	-10	0	3	-4	-6	-0.2
N#Cc1c(C(F)(F)F)cc(-c2ccccc2Cl)[nH]c1=O	-93	22	2	-6	-17	-5	2	3	-3	-3.0
Cc1cccc(CNc2ccc(C(CC(N)=O)NC(=O)c3ccccc3)cc2[N+](=O)[O-])c1 (configuration not stated)	2	19	-10	-19	5	-4	.	-6	5	0.3
COc1ccccc1N(C)S(=O)(=O)c1ccc(C(=O)OCC(=O)NCc2cccs2)cc1	6	11	6	-12	-16	-1	1	2	7	-0.8
COc1ccc(Oc2cccc(Cl)c2CNC(=O)CCCC(=O)O)cc1	-4	9	0	5	-7	-8	0	-9	-11	-0.7
CC1(C)Cc2cccc(OCC(O)CN3CCN(c4ccccn4)CC3)c2O1 (configuration not stated)	21	18	-7	.	3	-16	-1	-1	-4	-0.7
C/C(=N/NS(=O)(=O)c1ccc(Br)cc1)c1c[nH]c2ccccc12	-2	-9	-1	-5	.	-10	5	-4	33	-2.3
O=C(CCN1CCOCC1)NNC(=O)c1ccc([N+](=O)[O-])cc1[N+](=O)[O-]	-4	.	-27	2	-4	-5	.	-8	7	0.1
O=C(CSc1nnc(Cn2cnc3ccccc32)o1)Nc1cccc2ccccc12	-3	28	5	1	-3	10	6	-10	0	-0.2
Cc1ccc(OCCOc2ccc(Br)cc2/C=N\NC(N)=O)cc1	-1	22	-4	0	.	-2	2	1	-20	-0.6
CC(=O)C1C2c3ccccc3O[C@@]1(C)N=c1s/c(=C/c3ccoc3)c(=O)n12 (some centres not stated)	-8	12	-2	-4	.	-4	1	-2	3	-1.0
CCN(C(=O)CSc1ccc2c(c1)OCCO2)C1CCS(=O)(=O)C1 (configuration not stated)	1	-10	4	1	-1	-5	4	-1	8	0.2
CC(C)(C)OC(=O)N[C@H](Cc1ccccc1)C(=O)N1CCC(C(=O)O)CC1	4	10	-7	7	-1	-5	-1	3	1	0.0
CCCn1cc(SCC(=O)NCc2ccco2)c2ccccc21	1	-19	7	-4	22	-6	8	-5	-5	0.1
Cc1ccc(SCC(=O)OCC(=O)N(C)CC(=O)Nc2ccc(F)cc2)cc1	3	.	9	3	-9	?	.	?	11	?
COc1ccccc1C=NNC(=O)C(=O)NN=Cc1ccccc1OC	-1	.	-4	.	0	-3	.	-9	-28	-0.2
CCCn1c(N)c(C(=O)CSc2nnc(C3CC3)n2C2CC2)c(=O)[nH]c1=O	7	.	-8	-8	-8	-6	.	2	5	0.0
CN(C)/C=C1/C(=O)Nc2ccccc21	6	27	7	10	6	11	-3	?	-6	?
COc1cccc(NC(=O)CSc2ncc(S(=O)(=O)c3ccccc3)c(=O)[nH]2)c1	16	17	7	3	-1	-5	-2	-6	-3	0.8

# Screens deposited in PubChem BioAssay by several laboratories.

# Not all compounds are listed; the hit share may differ from the screen's.
